Screening results deposited in PubChem by several laboratories.
Rpn11 block = blocks the human proteasome subunit Rpn11 | O00487 | human 26S proteasome, Ub4-pepOG fluorescence polarization; 20S core pre-blocked with epoxomicin | calls only at 20 µM | 360,000 compounds, 0.59% hits | AID 588493;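 active = inhibition at 20 µM, scaled to each plate's controls, above about 33%, limit read from the data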
Target sequence (O00487 whole entry, looked up): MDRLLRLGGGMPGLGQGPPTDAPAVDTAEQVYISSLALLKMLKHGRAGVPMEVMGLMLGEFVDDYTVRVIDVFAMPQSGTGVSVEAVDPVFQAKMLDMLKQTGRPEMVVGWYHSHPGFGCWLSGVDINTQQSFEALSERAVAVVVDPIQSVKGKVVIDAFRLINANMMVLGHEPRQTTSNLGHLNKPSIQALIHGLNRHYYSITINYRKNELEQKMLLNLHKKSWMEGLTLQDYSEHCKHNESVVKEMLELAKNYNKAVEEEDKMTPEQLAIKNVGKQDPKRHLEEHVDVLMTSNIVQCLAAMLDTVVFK
Scp-1 inhibitor = inhibitors of human Scp-1 phosphatase; Q9GZU7; Recombinant Scp1, phosphopeptide, malachite green phosphate absorbance; inhibition, % at 20 µM; 340,000 compounds, 0.88% hits; AID 493091;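 active = inhibition above about 50% at 20 µM, limit read from the data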;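 note: plate controls were DMSO wells with enzyme for no effect and wells lacking enzyme for full effect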
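System: truncated SCP-1 phosphatase (76-261aa); medium: Tris acetate buffer pH 5.5 with MgCl2 and Tween-20; incubation: 45 min room-temperature reaction, 5 min colour, 30 min stabiliser; compound: single 20 µM dose, 1% DMSO; reagent: Phosphorylated 17-residue peptide substrate; read-out: % inhibition at 20 µM; technique: colorimetric free-phosphate detection, absorbance 630 nm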
STEP inh = inhibitors of human striatal-enriched phosphatase STEP. P54829. recombinant STEP, OMFP fluorogenic substrate, fluorescence. inhibition, % at 20 µM. 360,000 compounds, 0.25% hits. AID 588621;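 active = inhibition at 20 µM, scaled per plate between control wells, above about 37%, limit read from the data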;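 note: 0% = DMSO with enzyme and substrate and 100% = substrate only without enzyme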
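Measure: Control-normalized % inhibition with plate pattern correction | Test system: STEP phosphatase, cell-free reaction | Medium: pH 6.0 Bis-Tris with DTT and Tween 20 | Technique: Fluorescence, 480/540 nm | Times: Reaction 20 min, ambient temperature | Doses: Single compound dose of 20 µM, 1% DMSO final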
DNMT1 inh = inhibitors of human DNMT1; P26358; DNMT1 molecular beacon, Hinp1I cleavage, fluorescence; inhibition (reported as % activation of signal), % at 10 µM; 360,000 compounds, 0.83% hits; AID 588458; in the data active = inhibition above about 50%
CSN inh = inhibitors of human CSN-mediated cullin deneddylation; inhibition, % at 12.5 µM; 360,000 compounds, 0.38% hits; Purified CSN, SCF-Nedd8-OG deneddylation, fluorescence polarization;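 active = pattern-corrected inhibition above about 35%, with an unprinted fluorescence ratio check between 0.5 and 1.5, limit read from the data, passing the limit was not always enough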;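 note: 0% = enzyme with substrate and 100% = substrate without enzyme; some results filed as inactive read as strong as hits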
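test system = HEK293T-derived human Csn5 enzyme | amount = 0.24 nM Csn5 enzyme, final concentration | medium = Tris/NaCl/DTT buffer, pH 7.5 | schedule = 90 min reaction at room temperature | signal = FP | evaluation = inhibition of Csn5 cleavage, % | compound dosing = single dose of 12.5 µM compound with 0.25% DMSO | probe or stimulus = 10 nM SCFSkp2-Nedd8OG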
Neddyl block = blocks human cullin neddylation; P61081+Q13564; TR-FRET cullin neddylation, biochemical; calls only at 25 µM; 360,000 compounds, 0.58% hits; AID 651699; in the data active = inhibition above about 36%
Target sequence (P61081 whole entry, looked up): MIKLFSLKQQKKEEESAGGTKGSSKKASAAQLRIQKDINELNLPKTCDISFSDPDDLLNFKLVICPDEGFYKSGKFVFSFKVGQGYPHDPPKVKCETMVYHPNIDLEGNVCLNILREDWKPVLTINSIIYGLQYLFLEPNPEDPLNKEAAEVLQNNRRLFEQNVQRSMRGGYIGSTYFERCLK
Target sequence (Q13564 whole entry, looked up): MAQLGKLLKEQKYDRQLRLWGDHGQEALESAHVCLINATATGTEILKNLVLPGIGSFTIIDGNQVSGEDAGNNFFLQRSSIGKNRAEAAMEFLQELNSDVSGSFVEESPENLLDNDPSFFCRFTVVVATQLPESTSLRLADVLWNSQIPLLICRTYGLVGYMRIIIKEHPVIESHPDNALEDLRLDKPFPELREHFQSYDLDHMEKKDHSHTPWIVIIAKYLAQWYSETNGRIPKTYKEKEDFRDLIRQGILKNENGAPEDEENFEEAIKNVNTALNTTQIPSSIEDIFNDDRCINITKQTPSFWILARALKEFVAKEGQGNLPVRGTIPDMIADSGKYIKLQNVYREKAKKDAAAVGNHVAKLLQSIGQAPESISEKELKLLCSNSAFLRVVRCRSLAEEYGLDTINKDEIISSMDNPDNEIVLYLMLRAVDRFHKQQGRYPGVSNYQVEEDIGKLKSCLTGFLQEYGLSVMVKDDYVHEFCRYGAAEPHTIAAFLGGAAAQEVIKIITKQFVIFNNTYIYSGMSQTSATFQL
SUMO1-SIM PPI = SUMO1-SIM interaction modulation | SUMO1 binding to a labelled peptide, TR-FRET, 1 h | inhibition, % at 20 µM | 360,000 compounds, 0.33% hits | AID 602429; in the data active = inhibition above about 37%
NadD inh = NadD (S. aureus) enzyme inhibition. purified NadD enzyme, colorimetric absorbance read-out. inhibition, % at 20 µM. 360,000 compounds, 0.78% hits. AID 602399; in the data active = inhibition above about 26%; note: some compounds past the cut are filed as inactive
Rin1-Abl PPI inh = blocks binding of human Rin1 to Abl; TR-FRET Rin1/Abl binding, biochemical; AID 588664; inhibition, % at 7.35 µM; 360,000 compounds, 0.4% hits; in the data active = inhibition above about 5%, passing the limit was not always enough
LMPTP block = LMPTP (human) inhibition | recombinant LMPTP-A, OMFP fluorogenic substrate, fluorescence intensity | P24666 | 360,000 compounds, 0.22% hits | AID 651560 | inhibition, % at 20 µM;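 active = compounds that cut the enzyme signal by at least half of the control window in the single-dose screen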;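 note: plate controls were DMSO wells with enzyme plus substrate for no effect and substrate without enzyme for full effect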
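test system = LMPTP-A | amount = 0.625 nM LMPTP-A final | reagent = fluorogenic phosphatase substrate OMFP at 400 µM final | incubation = 50 min at room temperature | benchmarks = no-enzyme low control, uninhibited high control | medium = Bis-Tris pH 6.0, DTT, detergent | signal = fluorescence intensity of OMFP turnover product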
* marks the source's active call; other numbers are inactive results; i = inactive; . = no result given; + = active, no number.

No.	SMILES	Rin1-Abl PPI inh	SUMO1-SIM PPI	LMPTP block	Scp-1 inhibitor	Neddyl block	NadD inh	Rpn11 block	DNMT1 inh	CSN inh	STEP inh
1	COc1ccccc1C(=O)Oc1cc(N)n(S(=O)(=O)c2ccccc2)n1	1.1	3.0	-1.0	-3.2	i	-2.8	i	4.3	5.9	3.3
2	CCOc1ccc(CN(C(=O)c2oc3cc(C)ccc3c2C)C2CCS(=O)(=O)C2)cc1 (centres undefined)	0.8	-0.9	3.0	-19.5	i	-6.1	i	-5.4	-0.2	0.1
3	COc1ccccc1C1=NC(c2ccc(F)cc2)N=C1C (centres undefined)	3.7	1.3	-0.1	-1.7	i	-0.7	i	73.6*	6.0	1.3
4	CN1CCN(c2nc3c(c(=O)[nH]c(=O)n3C)n2Cc2ccccc2)CC1	3.0	-0.3	-2.4	-11.7	i	7.9	i	0.4	0.6	-0.6
5	CCOC(=O)/C(N=O)=C(\O)C1CCN(C(=O)OCC)CC1	-2.8	2.2	0.1	-4.8	i	3.0	i	3.1	-1.7	-2.8
6	CC#CCN1c2ccccc2[C@]23C[C@@H](C(=O)OC)N(C(=O)c4ccco4)C2=NC(C(=O)OC)=C(C(=O)OC)[C@H]13	1.6	8.3	-1.3	0.8	i	1.1	i	0.1	-2.6	2.1
7	OC(CN1CCN(C(c2ccccc2)c2ccccc2)CC1)c1ccc(Br)cc1 (centres undefined)	2.5	-1.1	2.4	-4.0	i	-10.3	i	-1.4	0.2	2.6
8	CC(C(=O)NC(=O)NCc1ccccc1)N1C(=O)c2ccccc2C1=O (centres undefined)	-1.4	-0.4	-4.0	-5.9	i	-2.2	i	0.3	1.1	4.4
9	CCS(=O)(=O)C(=C1NCCO1)S(=O)(=O)CC	-1.6	1.3	-2.1	-1.2	i	-1.1	i	4.3	-3.0	-7.0
10	CN(C(=O)Cn1nnc(-c2ccccc2)n1)C1CCS(=O)(=O)C1 (centres undefined)	3.3	6.3	-1.3	-7.6	i	-3.2	i	-1.2	-5.5	-2.0
11	C=CCOn1c(C)c(C(C)=O)c2c3nonc3ccc21	-2.9	-15.2	-1.1	-0.6	i	5.9	i	-1.4	-1.4	-6.3
12	COc1ccc(S(=O)(=O)N2CCN(C)CC2)cc1C	0.1	17.1	-2.0	10.9	i	-1.0	i	-1.6	-3.6	0.4
13	C=CCn1c(=S)[nH]c2scc(-c3ccc(C)o3)c2c1=O	3.3	8.6	-0.1	-2.5	i	10.9	i	-0.2	-0.8	3.3
14	COc1ccc(NC(=O)c2ccc(NC3CC(=O)N(c4ccc(C)cc4C)C3=O)cc2)cc1 (centres undefined)	-6.4	1.5	1.3	1.3	i	2.1	i	0.7	-3.5	3.2
15	Cc1ccc(CN(C(=O)COc2ccc(Br)cc2)C2CCS(=O)(=O)C2)o1 (centres undefined)	3.5	1.7	0.3	-5.3	i	7.5	i	-0.6	1.5	3.1

Reprinted from the part before: 3 compounds, followed by the next part.
No.	SMILES	Rin1-Abl PPI inh	SUMO1-SIM PPI	LMPTP block	Scp-1 inhibitor	Neddyl block	NadD inh	Rpn11 block	DNMT1 inh	CSN inh	STEP inh
13	C=CCn1c(=S)[nH]c2scc(-c3ccc(C)o3)c2c1=O	3.3	8.6	-0.1	-2.5	i	10.9	i	-0.2	-0.8	3.3
14	COc1ccc(NC(=O)c2ccc(NC3CC(=O)N(c4ccc(C)cc4C)C3=O)cc2)cc1 (centres undefined)	-6.4	1.5	1.3	1.3	i	2.1	i	0.7	-3.5	3.2
15	Cc1ccc(CN(C(=O)COc2ccc(Br)cc2)C2CCS(=O)(=O)C2)o1 (centres undefined)	3.5	1.7	0.3	-5.3	i	7.5	i	-0.6	1.5	3.1
16	CN1CC(=O)N(C)c2ncn(Cc3ccccc3)c2C1=O	0.6	1.6	-1.9	-10.4	i	-1.9	i	2.7	2.0	-7.4
17	COc1ccc(S(=O)(=O)Nc2cccc3c2O[C@H](CN(C)C(=O)NC2CCCCC2)[C@@H](C)CN([C@H](C)CO)C3=O)cc1	1.5	6.0	-1.3	-4.2	i	1.1	i	9.7	-5.2	-0.6
18	O=C(Cc1ccc(F)cc1)N(c1ccccc1)C1C=CS(=O)(=O)C1 (centres undefined)	1.9	-1.1	-0.5	-7.2	i	1.3	i	4.2	0.5	1.3
19	O=C(COc1ccccc1)Nc1ccc(S(=O)(=O)N2CCOCC2)cc1	0.7	-0.2	0.5	-8.2	i	0.4	i	-1.4	0.2	-1.2
20	COc1cc(C(=O)NCCc2ccc3c(c2)OCCO3)ccc1OCC(=O)N1CCOCC1	-3.6	4.1	-0.4	-9.4	i	2.7	i	-5.0	5.1	3.0
21	Cc1ccc(C(=O)Nc2cccc(S(=O)(=O)N3CCCCC3)c2)cc1[N+](=O)[O-]	-1.5	-6.0	3.9	-10.2	i	3.3	i	1.1	-0.8	1.7
22	Cc1ccc2ccccc2c1C(O)c1ncc(-c2ccccc2Cl)[nH]1 (centres undefined)	-2.9	-3.6	1.4	.	i	-4.0	i	6.0	1.4	-0.1
23	Cn1cc(S(=O)(=O)Cc2ccc(F)cc2)c2ccccc21	0.2	8.3	-0.4	-0.3	i	0.6	i	-1.2	-0.7	0.3
24	COc1ccc(CCNC(=O)CSc2nnc3ccc(-c4ccncc4)nn23)cc1	-4.2	-24.0	-1.4	0.8	i	-5.5	i	-0.5	-1.9	-4.4
25	O=Cc1cn(-c2ccccc2)nc1-c1cc2c(ccc3ccccc32)oc1=O	-0.9	-3.3	11.7	-10.9	.	26.2	i	53.2*	8.3	1.1
26	C=CCn1c(O)c(N=NC(=O)c2cccnc2)c2cc(Br)ccc21	-2.5	-28.6	3.6	-0.8	i	-2.5	i	2.3	1.2	1.9
27	CCC(C)n1c(-c2cccs2)nc2nc3ccccc3nc21 (centres undefined)	0.7	-2.8	-1.9	5.6	.	-4.2	i	0.6	2.5	-2.6
28	CN(C)c1ccc(S(=O)(=O)NCC(=O)N2CCN(S(=O)(=O)c3cccc(F)c3)CC2)cc1[N+](=O)[O-]	-0.7	-44.2	-8.1	-8.2	i	3.3	i	-6.6	-6.9	-1.8
29	Cc1cc(/C=C2\C(=N)N3N=C(c4ccco4)SC3=NC2=O)c(C)n1Cc1ccccc1	-1.6	8.9	2.3	28.3	+	27.2	i	22.0	14.0	0.0
30	O=C(Cn1cnc2c(cnn2-c2ccc(F)cc2)c1=O)NCCc1ccccc1	-0.6	1.4	-0.7	6.1	i	-1.4	i	2.6	-1.8	-3.2

No.	SMILES	Rin1-Abl PPI inh	SUMO1-SIM PPI	LMPTP block	Scp-1 inhibitor	Neddyl block	NadD inh	Rpn11 block	DNMT1 inh	CSN inh	STEP inh
31	O=C(Cn1ncc2c1-c1ccccc1OC2)Nc1ccc(S(=O)(=O)N2CCCCC2)cc1	12.4*	8.5	-0.7	-3.9	i	5.1	i	-14.7	5.7	-1.1
32	Cc1cccc(CS(=O)(=O)c2ncc(Cl)c(C(=O)Nc3nnc(C(C)C)s3)n2)c1	7.2	-5.5	-2.5	-5.1	i	7.9	i	4.4	1.9	0.3
33	O=C1CC(c2ccco2)Cc2nc(N3CCN(Cc4ccc5c(c4)OCO5)CC3)ncc21 (centres undefined)	-3.8	2.2	8.7	-10.4	i	-2.4	i	-6.5	0.7	0.9
34	Cc1ccnc(NC(=O)c2ccccc2[N+](=O)[O-])c1	-4.5	-10.9	0.2	-7.8	i	-1.5	i	-2.1	3.1	-1.8
35	COc1ccc(CCCc2n[nH]c(=S)n2C)cc1C	-0.8	1.0	-1.2	-4.6	i	6.6	i	0.2	4.5	-1.9
36	CC(C)Sc1cc(N2CCOCC2)nc(-c2ccc(Cl)cc2)n1	0.3	-4.6	-0.5	-2.2	i	4.9	i	-4.9	-2.5	-0.5
37	CCOC(=O)c1c(C(=O)OCC)c(C)n(CCc2ccc(OC)c(OC)c2)c1C	-0.4	1.1	-0.4	-7.1	i	-4.0	i	0.2	-12.3	-0.8
38	CC1=C(C(=O)Nc2ccc(F)cc2)C(c2ccc(C)o2)C2=C(CC(C)(C)CC2=O)N1 (centres undefined)	-1.6	-2.3	-1.0	-4.7	i	1.0	i	-2.9	1.7	1.6
39	Cc1c(C(=O)N2CCCCC2)c(S(=O)(=O)Nc2ccc(F)cc2F)c(C)n1C	-2.9	2.2	-1.5	-6.3	i	-2.3	i	-0.3	-4.7	0.5
40	Cc1ccc(NC(=S)N2CCN(S(C)(=O)=O)CC2)cc1	-0.4	4.4	1.1	-6.9	i	-8.9	i	4.9	-1.2	1.3
41	CC(NC(=O)CN1C(=O)NC2(CCCCC2)C1=O)c1ccc(S(N)(=O)=O)cc1 (centres undefined)	1.3	1.5	-2.1	-2.8	i	0.1	i	-8.5	-1.4	-0.4
42	CC(=O)N1CCN(c2ccc(N=Cc3c(O)n(Cc4ccccc4)c(=O)[nH]c3=O)cc2)CC1	-0.5	-23.0	2.2	-0.4	i	-4.2	i	-4.9	4.6	3.8
43	COc1cccc(C(=O)NC(=S)N2CCN(c3ccc(C(F)(F)F)cc3[N+](=O)[O-])CC2)c1	2.6	-1.7	1.6	-8.2	i	5.2	i	-5.2	-17.7	-0.8
44	CCc1ccccc1NC(=S)N(Cc1cccnc1)Cc1ccco1	-0.9	-2.1	-0.7	-11.6	i	-7.0	i	-3.5	-0.1	1.5
45	ON=C1c2ccccc2-c2ccc(O)cc21	-1.2	-25.7	-8.5	-5.3	i	8.5	i	-45.3	-3.5	-2.7

No.	SMILES	Rin1-Abl PPI inh	SUMO1-SIM PPI	LMPTP block	Scp-1 inhibitor	Neddyl block	NadD inh	Rpn11 block	DNMT1 inh	CSN inh	STEP inh
46	CCOc1ccc(N2C(=O)S/C(=C\c3ccc(O)c(OC)c3)C2=O)cc1	-1.9	-8.9	-0.9	-5.4	i	-5.3	i	0.0	4.7	-1.2
47	Cc1cc(C)cc(NC(=O)c2cccc3c2C(=O)N(C2CCCCC2)C3)c1	-2.9	5.9	1.0	-3.1	i	9.6	i	2.4	-0.6	0.9
48	CCOC(=O)c1nc2cc3n(c(C)c-2c1C)C(C)C(C)=C3C (centres undefined)	-4.2	-9.0	1.6	0.5	.	0.6	i	-5.0	4.9	-3.4
49	COc1cccc(CN(C)C(=O)CNC(=O)c2ccc(-c3ccccc3)cc2)c1OC	0.0	1.4	0.7	6.2	i	-9.1	i	-4.4	0.8	-1.2
50	COc1ccc(C2CCN(Cc3cccnc3)CC2O)cc1 (centres undefined)	1.7	1.8	0.2	0.2	i	0.8	i	-1.1	3.7	-2.7
51	COc1ccc(N2C(=O)CSCC2=O)cc1OC	0.6	-1.0	1.0	-1.4	i	9.5	i	-1.8	-3.3	1.7

Only Scp-1 inhibitor, DNMT1 inh and CSN inh (two entries from above):
cpd	Molecule	Scp-1 inhibitor	DNMT1 inh	CSN inh
48	CCOC(=O)c1nc2cc3n(c(C)c-2c1C)C(C)C(C)=C3C (centres undefined)	0.5	-5.0	4.9
49	COc1cccc(CN(C)C(=O)CNC(=O)c2ccc(-c3ccccc3)cc2)c1OC	6.2	-4.4	0.8
